High-throughput results as filed in PubChem.
tim10-1 inh – growth inhibitors of tim10-1 mutant yeast. S. cerevisiae tim10-1 ts strain growth, BacTiter-Glo, 24 h. AID 463190. inhibition, % at 20 µM. 330,000 tested, 2.2% active;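 active means inhibition of at least 40%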;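 further: mutant grown at 25 °C; 0% = DMSO wells with yeast and 100% = wells holding no yeast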
ATG4B inh – blocks human ATG4B protease cleavage of LC3 substrate; Q9Y4P1; ATG4B cleavage of LC3-PLA2, NBD-HPC fluorescence, 1 h; inhibition, % at 8.33 µM; 340,000 tested, 0.51% active; AID 504462; in the data active means inhibition above about 40%
Target sequence (Q9Y4P1 whole entry, looked up): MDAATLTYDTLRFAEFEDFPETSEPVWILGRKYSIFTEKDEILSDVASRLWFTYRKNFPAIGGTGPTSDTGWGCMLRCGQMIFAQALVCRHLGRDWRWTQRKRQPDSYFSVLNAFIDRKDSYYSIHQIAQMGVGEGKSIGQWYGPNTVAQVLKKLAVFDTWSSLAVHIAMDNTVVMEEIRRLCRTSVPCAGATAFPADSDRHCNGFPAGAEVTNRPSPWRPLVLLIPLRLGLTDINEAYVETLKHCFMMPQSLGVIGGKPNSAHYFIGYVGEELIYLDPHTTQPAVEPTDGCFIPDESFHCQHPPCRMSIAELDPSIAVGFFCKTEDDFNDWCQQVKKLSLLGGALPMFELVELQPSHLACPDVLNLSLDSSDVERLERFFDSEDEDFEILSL
hIAP inh – human IAP inhibition; P09923; purified IAP, CDP-Star luminescence, 30 min; inhibition, % at 10 µM; 330,000 tested, 0.12% active; AID 2544;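 active means inhibition reaching a set limit with compound at 10 µM in the primary screen, cut at about 35% in these data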;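 further: plate controls were DMSO wells with enzyme for no effect and no-enzyme buffer wells for full effect; values of inactives mirror those of a sister screen read the other way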
Target sequence (P09923 whole entry, looked up): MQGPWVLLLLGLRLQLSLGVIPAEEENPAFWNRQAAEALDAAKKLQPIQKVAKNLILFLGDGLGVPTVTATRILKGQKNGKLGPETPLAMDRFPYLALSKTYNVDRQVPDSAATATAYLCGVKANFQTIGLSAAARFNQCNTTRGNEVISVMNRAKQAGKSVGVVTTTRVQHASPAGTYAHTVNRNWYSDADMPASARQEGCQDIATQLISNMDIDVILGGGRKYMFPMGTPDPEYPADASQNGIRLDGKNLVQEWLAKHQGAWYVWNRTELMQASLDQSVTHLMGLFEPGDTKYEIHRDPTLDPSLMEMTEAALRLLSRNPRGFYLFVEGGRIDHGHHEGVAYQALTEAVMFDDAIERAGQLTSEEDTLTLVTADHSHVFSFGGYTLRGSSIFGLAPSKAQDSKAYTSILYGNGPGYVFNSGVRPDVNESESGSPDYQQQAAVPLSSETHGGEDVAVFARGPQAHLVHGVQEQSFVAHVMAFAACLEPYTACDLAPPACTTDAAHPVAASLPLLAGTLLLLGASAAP
TIM10 inh – TIM10 yeast growth inhibition; S. cerevisiae TIM10 strain growth, BacTiter-Glo luminescence, 24 h; inhibition, % at 10 µM; 330,000 tested, 1.4% active;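 active means inhibition of 40% or more at the single tested concentration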;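 further: wild-type TIM10 isogenic control strain grown at permissive 25 °C; 0% = DMSO yeast wells and 100% = minimal medium wells without yeast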
mIAP inh – mouse IAP inhibition | purified mouse IAP, CDP-Star luminescence, 30 min | inhibition, % at 10 µM | 330,000 tested, 0.2% active;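 active means inhibition of at least 40% at 10 µM in the primary screen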;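 further: plate controls were DMSO with enzyme for no effect and no enzyme wells for full effect; values of inactives mirror those of a sister screen read the other way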
Apaf-1 inh – blocks human Apaf-1 apoptosome activity. reconstituted apoptosome caspase-3 activity, DEVD-Rh110 fluorescence. inhibition, % at 20 µM. 330,000 tested, 0.71% active. AID 489030; active means inhibition of at least 40% at 20 µM;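 further: plate controls were DMSO wells for no effect and DEVD-CHO caspase inhibitor wells for full effect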
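System: reconstituted apoptosome with Apaf-1, cytochrome c, caspase-9, procaspase-3, dATP; Signal: Rh110 fluorescence intensity; Schedule: 30 min compound preincubation, 50 min activation, room temperature; Reagent: cytochrome c trigger plus (Z-DEVD)2-Rh110 caspase-3 substrate.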
NLRP3 yeast inh – inhibitors of NALP3 inflammasome in yeast. Yeast reconstituted NLRP3/ASC/caspase-1, beta-gal luminescence, 24 h. inhibition, % at 10 µM. 330,000 tested, 0.39% active;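 active means inhibition of 50% or more; inactive means inhibition below 50%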;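 further: plate controls were induced DMSO wells for no effect and uninduced yeast grown without galactose for full effect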
mIAP act – mouse IAP activation | activation factor at 10 µM | AID 2805 | muIAP, CDP-Star luminescence, 30 min; hits give high values; 1 = vehicle-only enzyme signal, 0 = enzyme-free wells | 330,000 tested, 0.24% active;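 active means activation factor of at least 2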; further: the source names both 10 and 20 µM as test concentration; values of inactives mirror those of a sister screen read the other way
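System: mouse IAP enzyme. Reagent: CDP-Star chemiluminescent phosphatase substrate. Benchmarks: DMSO wells, no-enzyme wells. Times: 30 min enzyme-substrate-compound incubation at room temperature. Detection: luminescence from enzymatic CDP-Star hydrolysis. Doses: test compounds delivered from DMSO solution.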
hIAP activ – increases human intestinal alkaline phosphatase activity | 330,000 tested, 0.16% active | P09923 | purified human IAP, CDP-Star luminescence, 30 min; hits give high values; 1 = vehicle-only enzyme, 0 = enzyme-free background | activation factor at 10 µM;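 active means activation factor of the enzyme at least 2-fold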; further: the source names both 10 and 20 µM as test concentration; values of inactives mirror those of a sister screen read the other way
Numbers without * were called inactive. Random draw from the library, and some 4.5% of all compounds hit somewhere here.

Compound,tim10-1 inh,ATG4B inh,hIAP inh,TIM10 inh,mIAP inh,Apaf-1 inh,NLRP3 yeast inh,mIAP act,hIAP activ
Cc1cccc2c(=O)c(-c3ccc4c(c3)OCO4)c(NC(=O)c3ccco3)oc12,42*,0,-4,27,8,-1,4,0.92,1
CC(=O)c1ccc(NC(=O)CSc2nc3nc(C)cc(C)n3n2)cc1,-20,-12,5,-5,-3,-10,14,1,0.95
O=C(CN1C(=O)c2cccc3cccc1c23)NCc1ccncc1,10,-4,6,5,0,-3,13,1,0.94
CC(C)CCNC(=O)c1ccccc1NC(=O)C1=CSCCO1,21,4,-7,2,5,8,21,0.95,1.1
Cc1nc(N2C(=O)C(=O)/C(=C(/O)c3ccccc3)C2c2ccco2)sc1C (stereo not given),18,-4,7,0,2,19,9,0.97,0.93
Cc1c(NC(=O)c2coc(=O)c(Br)c2)c(=O)n(-c2ccccc2)n1C,12,-10,-6,-2,-7,3,-3,1.1,1.1
Cn1cc(CNC(=O)c2sc3cccc(Cl)c3c2Cl)cn1,20,-21,1,2,4,7,15,0.96,0.99
Cc1ccc(S(=O)(=O)n2ccc(-c3ccc(OCc4c(F)cccc4Cl)cc3)n2)cc1,10,16,1,1,2,4,8,0.98,0.99
CCC(C)(C)NC(=O)CN(C(=O)c1snc(C(N)=O)c1N)c1ccc(OC)c(OC)c1,11,-11,-15,1,-15,14,33,1.2,1.2
Cc1ccccc1-c1nnc(NC(=O)c2ccc(N3C(=O)CCC3=O)cc2)s1,-17,2,6,1,5,7,-3,0.95,0.94
COc1ccc(OC)c(NC(=O)CCNS(=O)(=O)c2ccc3c(c2)oc(=O)n3C)c1,1,-2,1,1,2,-4,-1,0.98,0.99
Cc1nc2ccccc2n(CC(=O)Nc2cc(Cl)cc(Cl)c2)c1=O,29,-1,-5,-2,11,12,16,0.89,1
O=C(COC(=O)C1(c2ccccc2F)CCCC1)N1CCNC1=O,18,-2,6,8,7,1,7,0.93,0.94
CC(C)=NNc1nc(-c2ccc(N3C(=O)CCC3=O)cc2)cs1,2,1,8,7,21,-29,5,0.79,0.92
Cc1nc2nc(N)nn2c(C)c1C/C=C/c1ccccc1,13,-9,18,-6,10,-6,-6,0.91,0.82

The results go on.
Compound,tim10-1 inh,ATG4B inh,hIAP inh,TIM10 inh,mIAP inh,Apaf-1 inh,NLRP3 yeast inh,mIAP act,hIAP activ
Cc1ccc(S(=O)(=O)N2CCC(C(=O)Nc3nnc(-c4ccc(F)cc4)s3)CC2)cc1,8,-5,-11,-2,6,-10,19,0.94,1.1
C/C(CCc1ccco1)=N/NC(=O)CCC(=O)Nc1ccc(Br)cc1,10,-11,-1,20,7,-16,-7,0.93,1
O=C(CN1CCC(c2nc3ccccc3[nH]2)CC1)NCc1ccc2c(c1)OCO2,-3,-5,8,-4,-8,5,22,1.1,0.93
O=C(O)c1cccc(NC(=O)c2ccc3c(c2)C(=O)N(c2ccccc2)C3=O)c1,22,4,-4,2,-6,8,6,1.1,1
Cc1ccc(NC(=O)c2ccccc2NS(=O)(=O)c2ccc(F)cc2)cc1S(=O)(=O)N1CCCCC1,20,14,16,0,5,22,1,0.95,0.84
C#CCOCCOCCOCCNc1nc(N2CCN(C(=O)[C@H]([C@@H](C)CC)n3cc([C@@H](N)Cc4ccc(O)cc4)nn3)CC2)nc(N2CCN(C(=O)[C@H](Cc3ccc(O)cc3)n3cc([C@@H](N)CC(C)C)nn3)CC2)n1,3,-18,5,16,-14,29,18,1.1,0.95
CCCCn1nnc(NC(=O)COc2ccc(Cl)c(C)c2)n1,10,-10,22,-18,-1,-8,18,1,0.79
CC(CC(=O)Nc1nc2ccccc2[nH]1)c1ccccc1 (stereo not given),-41,-8,-42,-21,9,3,5,0.91,1.4
CN=C1SC(CC(=O)Nc2cccc(C(F)(F)F)c2)C(=O)N1C (stereo not given),31,2,-23,16,-7,2,14,1.1,1.2
O=C(N[C@H](Cc1ccc(Cl)cc1)C(=O)O)OCC1c2ccccc2-c2ccccc21,7,78*,-11,7,-2,0,1,1,1.1
OC(COCc1cccs1)CN1CCCCCC1 (stereo not given),-3,0,2,-12,-9,8,7,1.1,0.98
O=C(O)CC/C(=C\c1cc2c(cc1Br)OCO2)c1nc2ccccc2s1,24,30,16,30,7,9,-6,0.93,0.84
O=C(Cc1ccccc1)NN1C(=O)C2C3C=CC(C4CC34)C2C1=O (stereo not given),11,-2,4,5,9,-6,13,0.91,0.96
COc1ccc(CCNS(=O)(=O)c2ccc3c(c2)NC(=O)CO3)cc1OC,-20,-4,5,10,-3,0,3,1,0.95
COc1ccc(C2C(C(N)=O)=C(C)Nc3nc(CCCO)nn32)cc1 (stereo not given),-8,6,-6,-7,-2,-3,17,1,1.1

(more compounds)
Compound,tim10-1 inh,ATG4B inh,hIAP inh,TIM10 inh,mIAP inh,Apaf-1 inh,NLRP3 yeast inh,mIAP act,hIAP activ
Cc1ccc(C2CC(c3ccc(NS(C)(=O)=O)cc3)=NN2C(=O)c2ccco2)cc1 (stereo not given),7,-9,4,13,3,4,6,0.97,0.96
Cc1nc(N2CCOCC2)nc(N2CCCCC2C)c1[N+](=O)[O-] (stereo not given),-23,5,14,-5,10,-6,30,0.9,0.86
CCN(CC)c1ccc(NC(=O)COc2ccccc2C#N)cc1S(=O)(=O)Nc1ccc(OC)cc1,34,23,2,14,-19,-6,10,1.2,0.98
O=C1NC2(CCCCCC2)N=C1c1ccc(Br)cc1,19,-2,4,2,2,6,-4,0.98,0.96
CCCCc1nc2cc(C(=O)N3CCC(OCCOC)CC3)ccc2o1,3,3,-12,7,1,-1,-3,0.99,1.1
Cc1ccc(N(CC(=O)NC(C)(C)C)C(=O)CCC(=O)Nc2nccs2)c(C)c1,5,2,0,15,-3,-12,8,1,1
COCCNC(=S)N/N=C(\C)c1ccc(OC)cc1,15,28,-1,6,1,2,15,0.99,1
Nc1ccc(C(=O)NC2CCSc3ccccc32)cc1[N+](=O)[O-] (stereo not given),16,-2,2,3,12,13,20,0.88,0.98
CC(=O)Oc1cccc(N2C(=O)C3C4C=CC(C4=C(C)C)C3C2=O)c1 (stereo not given),15,-3,-5,14,-2,13,9,1,1.1
CC(C)c1ccc(NC(=O)CCN2C(=O)c3ccc([N+](=O)[O-])cc3C2=O)cc1,8,-9,-22,7,-4,-14,16,1,1.2
O=C(CC(NS(=O)(=O)c1ccc(Cl)cc1)c1ccco1)NCc1ccco1 (stereo not given),18,4,6,-3,-8,-11,15,1.1,0.94
CCC1CCCCN1CCNC(=O)C1CCCN(S(=O)(=O)c2cccc3nsnc23)C1 (stereo not given),-12,4,-23,2,1,2,6,0.99,1.2
CN(C)CCNC(=O)c1ccc(Cl)s1,2,-2,0,-12,-8,-4,18,1.1,1
O=S(=O)(c1ccccc1)N1N=C(c2ccc(Br)cc2)CC1c1ccco1 (stereo not given),37,21,8,9,7,7,-5,0.93,0.92
COc1ccc(C)cc1NC(=O)c1cc(S(=O)(=O)N2CCOCC2)cn1C,9,-14,11,-6,11,-3,5,0.89,0.89

(continued)
Compound,tim10-1 inh,ATG4B inh,hIAP inh,TIM10 inh,mIAP inh,Apaf-1 inh,NLRP3 yeast inh,mIAP act,hIAP activ
CCOC(=O)N1CCN(C(=O)/C=C/c2ccc(C(C)(C)C)cc2)CC1,17,-5,-26,6,-6,21,-13,1.1,1.3
Cc1cccc(N2CN(Cc3ccco3)CNC2=S)c1,9,-9,0,17,-3,-8,-1,1,1
Cc1cc(N2C(=O)C3C4c5ccccc5C(c5ccccc54)C3C2=O)no1 (stereo not given),27,-8,6,16,-3,8,-6,1,0.94
Cc1cnc(C(=O)OCC(=O)NCc2ccc3c(c2)OCO3)cn1,13,-8,-9,14,3,-2,9,0.97,1.1
CCN1C(=O)c2cccc3c(S(=O)(=O)NCc4cccnc4)ccc1c23,-2,-10,10,-7,10,-3,21,0.9,0.9
COCC(C)n1c(SCC(=O)N(C)C2CCS(=O)(=O)C2)nc2ccccc2c1=O (stereo not given),2,-7,-12,-3,-3,-29,3,1,1.1
O=C(c1ccccc1-c1ccccc1)N1CCN(c2ccccn2)CC1,18,5,20,18,6,-13,8,0.94,0.8
CCOC(=O)C1CCN(C(=O)CN2C(=O)c3ccccc3S2(=O)=O)CC1,8,-2,-12,1,0,-13,22,0.99,1.1
CCN(CC)CCNC(=O)c1c(C)oc2cc(Br)c(OC)cc12,29,-4,-3,-14,0,1,-9,1,1
O=C(Nc1cc(Cl)ccn1)C1CCN(S(=O)(=O)c2cccs2)CC1,-1,-5,6,-4,-1,6,15,1,0.94
COc1cccc(C(=O)n2cnnc2N)c1OC,2,-3,-4,-9,2,-21,2,0.98,1
CCc1nc2oc3ccccc3c(=O)c2c(=O)n1-c1ccc(C)cc1,0,2,2,9,2,-13,-1,0.98,0.98
CCn1c(N2CCN(CC(=O)Nc3cccc(C)c3C)CC2)nc2ccccc21,16,-11,0,12,-1,4,11,1,1
CCOC(=O)C1CCN(C(=O)Cc2ccc(-c3ccccc3)cc2)CC1,29,-3,-7,22,-14,25,18,1.1,1.1
CCCc1cc(C(=O)N2CCCC(N3CCN(c4ccc(F)cc4)CC3)C2)no1 (stereo not given),20,-4,-16,6,2,-11,24,0.98,1.2

An excerpt of these results, field by field:
Compound: O=C(c1ccccc1-c1ccccc1)N1CCN(c2ccccn2)CC1
  tim10-1 inh: 18	ATG4B inh: 5	hIAP inh: 20	TIM10 inh: 18	mIAP inh: 6	Apaf-1 inh: -13	NLRP3 yeast inh: 8	mIAP act: 0.94	hIAP activ: 0.8

Compound: CCOC(=O)C1CCN(C(=O)CN2C(=O)c3ccccc3S2(=O)=O)CC1
  tim10-1 inh: 8	ATG4B inh: -2	hIAP inh: -12	TIM10 inh: 1	mIAP inh: 0	Apaf-1 inh: -13	NLRP3 yeast inh: 22	mIAP act: 0.99	hIAP activ: 1.1

The list goes on.
Compound,tim10-1 inh,ATG4B inh,hIAP inh,TIM10 inh,mIAP inh,Apaf-1 inh,NLRP3 yeast inh,mIAP act,hIAP activ
CCOC(=O)C1CCN(C(=O)Cn2cc(C(=O)OC)c3ccccc32)CC1,5,-10,-6,-5,-7,-6,12,1.1,1.1
COc1ccc2cc(/C=N/NC(=O)CSCc3ccc([N+](=O)[O-])cc3)c(Cl)nc2c1,5,-15,8,-5,11,-12,-15,0.89,0.92
COc1ccc(NC(=S)Nc2ccccc2F)c(OC)c1,2,-13,3,-3,-9,8,10,1.1,0.97
COCCNCC1C(Oc2ccc(Cl)cc2)C(=O)N1c1ccccc1C (stereo not given),31,4,-10,6,-1,-2,-11,1,1.1
COc1ccc(C(=O)NC(=S)Nc2nc(C)cc(C)n2)cc1Br,-9,7,24,0,11,-3,25,0.89,0.76
O=c1[nH]ncc(N2CCCCCC2)c1Cl,2,-3,6,-13,-9,-3,13,1.1,0.94
Cc1ccccc1C(=O)NNC(=O)CSc1nnc(-c2ccncc2)n1-c1ccccc1,12,4,13,-13,13,-3,11,0.87,0.87
CN1CCN(CCC(=O)N/N=C/c2ccccc2F)CC1,-13,2,-2,15,-2,-17,9,1,1
O=C1NC(=O)/C(=C\c2ccccc2Oc2ccc(F)c(F)c2)S1,45*,57*,-21,19,10,14,-83,0.9,1.2
Cc1ccc(-c2csc3nnc(SCC(=O)NCc4ccco4)n23)cc1,15,-6,7,0,6,-13,15,0.94,0.93
O=C(CC12CC3CC(CC(C3)C1)C2)NC1CC1,6,-5,-2,7,-7,-13,-1,1.1,1
